High-throughput results from PubChem BioAssay.
EPAC2 antag: antagonists of human EPAC2; Q8WZA2; EPAC2 GEF exchange of Rap1B-BODIPY-GDP, fluorescence; Potency, µM (top dose mostly 114 µM), for the others: at the top dose activity, negative = inhibition, most hits filed as inhibitors; hit rate 0.18% among 360,000; AID 720708; further: potency means the concentration at half of the fitted maximal effect; on the % scale 0 is the no-effect control and ±100 the full control effect; nearly all actives have a fitted effect of over 45% in size; many of its hits are not listed in these tables
Mm-Cpn inhibitor: blocks the Methanococcus maripaludis chaperonin Mm-Cpn; hit rate 0.031% among 330,000; purified Mm-Cpn ATPase, ADP Transcreener TR-FRET; AID 504842; Potency, µM (series often up to 76.9 µM), without a hit: at the top dose activity, negative = inhibition, usual class: inhibitors; further: potency means the concentration at half of the fitted maximal effect; on the % scale 0 is the no-effect control and ±100 the full control effect; nearly all actives have a fitted effect of over 80% in size
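Reaction buffer contained 30 mM Tris pH 7.4, 100 mM KCl, 5 mM MgCl2 and 1 mM DTT. Mm-CPN (25 nM final) hydrolysed 10 uM ATP over 30 min at 37°C; ADP was read by HTRF.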
CCT modulator: changes cytosolic chaperonin activity; purified chaperonin ATPase assay, HTRF ADP detection, 30 min; activity change, % (concentration not given with the values), hits read low; hit rate 0.3% among 360,000; AID 651819; in the data active means activity change below about -30%; further: on the % scale 0 is the no-effect control and ±100 the full control effect
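We incubate TRiC, 40 or 20 nM final, with library compounds at 76 uM and 10 uM ATP for 30 min at 37 °C. ADP formed is detected with Transcreener HTRF reagents after 30 min at room temperature.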
PTHR1 ag: PTHR1 (human) receptor agonism. Q03431. HEK293 GP2 PTHR1 cells, GloSensor cAMP luminescence, 1 h. Potency, µM (doses to about 115 µM), without a hit: top-dose activation, usual class: activators. hit rate 0.075% among 410,000; further: potency means the concentration at half of the fitted maximal effect; nearly all actives have a fitted effect of over 55% in size; some results filed as inactive show a strong effect at the top dose; inactives centre near -15; many of its hits are not listed in these tables
Target sequence (Q03431 whole entry, looked up): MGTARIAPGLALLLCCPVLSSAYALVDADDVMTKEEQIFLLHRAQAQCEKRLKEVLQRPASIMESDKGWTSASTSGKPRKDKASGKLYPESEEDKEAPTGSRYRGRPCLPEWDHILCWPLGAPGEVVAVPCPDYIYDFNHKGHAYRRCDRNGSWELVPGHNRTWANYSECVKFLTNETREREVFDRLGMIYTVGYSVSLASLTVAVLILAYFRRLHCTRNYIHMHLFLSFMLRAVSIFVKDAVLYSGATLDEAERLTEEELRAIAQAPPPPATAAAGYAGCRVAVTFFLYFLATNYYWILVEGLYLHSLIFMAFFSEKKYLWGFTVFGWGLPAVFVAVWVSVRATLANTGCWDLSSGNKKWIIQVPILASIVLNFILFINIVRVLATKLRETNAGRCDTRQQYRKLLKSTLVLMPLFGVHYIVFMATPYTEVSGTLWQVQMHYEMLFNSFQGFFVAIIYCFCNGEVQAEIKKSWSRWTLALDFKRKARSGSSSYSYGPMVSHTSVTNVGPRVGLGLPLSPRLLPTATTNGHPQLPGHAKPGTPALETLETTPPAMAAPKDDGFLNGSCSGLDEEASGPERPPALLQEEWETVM
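HEK-293-derived GP2 cells expressing PTHR1 and a GloSensor cAMP reporter, 3,000/well, plated overnight, given luciferin plus IBMX (each 0.5 mM as added) for 1 h at 37 °C, then compound for 1 h at 37 °C. Luminescence was read after 15 min at room temperature.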
DRD3 agonist: D3 dopamine receptor (human) agonism | hit rate 0.58% among 410,000 | P35462 | AID 652048 | D3R DiscoveRx beta-arrestin cells, luminescence, 90 min | max activation, %; in the data active means max activation above about 30%; further: 0% is about no effect; mostly tested at two doses, the higher about 12 µM
Target sequence (P35462 whole entry, looked up): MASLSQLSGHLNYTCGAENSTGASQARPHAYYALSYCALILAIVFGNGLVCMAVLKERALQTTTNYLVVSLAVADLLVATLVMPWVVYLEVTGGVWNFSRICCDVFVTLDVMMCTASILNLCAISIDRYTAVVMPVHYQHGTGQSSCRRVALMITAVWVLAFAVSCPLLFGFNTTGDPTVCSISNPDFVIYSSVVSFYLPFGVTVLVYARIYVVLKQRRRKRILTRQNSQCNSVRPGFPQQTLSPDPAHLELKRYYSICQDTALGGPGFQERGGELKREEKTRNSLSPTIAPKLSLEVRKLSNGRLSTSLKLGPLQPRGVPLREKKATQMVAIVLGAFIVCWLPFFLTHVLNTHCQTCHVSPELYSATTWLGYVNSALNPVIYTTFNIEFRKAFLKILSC
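Cells at 1500/well, incubated overnight, then treated with pinned compounds (dopamine as control) for 90 min at 37 degrees C. DiscoveRx reagent added for 30 - 60 minutes at room temperature; luminescence read.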
EPAC2 agonist: EPAC2 (human) agonism; Q8WZA2; EPAC2 activation, biochemical qHTS; response scale: 100% = 6.5 mM cAMP response; Potency, µM (series often up to 154 µM), for the others: top-dose activation, actives largely listed as activators; hit rate 0.079% among 360,000; AID 720711; further: potency means the concentration at half of the fitted maximal effect; nearly all actives have a fitted effect of over 50% in size
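Exchange assay: 100 nM EPAC2 with 250 nM Rap1B-BODIPY-GDP and 50 uM GDP. Fluorescence (ex 480/em 540 nm) read every 5 min for 30 min at room temperature. Data normalized to 6.5 mM cAMP as agonist control.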
DRD3 antagonist: D3 dopamine receptor (human) antagonism; P35462; D3R cells, DiscoveRx beta-arrestin luminescence, antagonist mode; active compounds read low; max response, negative = inhibition, %; hit rate 2.5% among 360,000; in the data active means max response below about -50%; inconclusive means no clear call, values can overlap the other calls; further: on the % scale 0 is the no-effect control and ±100 the full control effect; mostly tested at two doses, the higher about 12 µM
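Cells plated overnight at 1500 cells/well, then exposed to library compounds with dopamine controls for 90 minutes at 37 degrees C. DiscoveRx reagent added for 30–60 minutes at room temperature; luminescence read, quantitative HTS format.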
Akt phos inh: blocks phosphorylation of Akt; Neuro2A IGF-stimulated pAkt S473 HTRF, 20 min; active compounds read low; activity change, % for hits at 50 µM; hit rate 0.32% among 360,000; in the data active means activity change below about -80%; inconclusive means mostly about -51% to -80%; further: on the % scale 0 is the no-effect control and ±100 the full control effect
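Single-point screen (50 µM final compound) in Neuro2A cells stimulated 20 min with 6 nM IGF at 37 deg C. After lysis, Ser473-phosphorylated Akt read by HTRF (ex 330 nm, em 615/665 nm) as the 665/615 ratio.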
Starred values were filed as active, the others as inactive; i = inactive; ? = inconclusive; · = not tested or not shown; & = joins results of further samples; [ ] = another dose, or the depositor's remark. Unless noted, the call rests on the fitted dose curve; in most records, active means well fitted curve in the direction sought with a large enough effect; inconclusive means small, poorly fitted or top-dose-only effect, or another doubt; inactive means no such curve, though single readings can be large; an effect the other way counts as inactive or inconclusive. Not all compounds are listed; the hit share may differ from the screen's.

item	Molecule	EPAC2 antag	Mm-Cpn inhibitor	CCT modulator	PTHR1 ag	DRD3 agonist	EPAC2 agonist	DRD3 antagonist	Akt phos inh
1	CCOc1ccccc1NC(=O)C(OC(=O)c1cc(C)oc1C)c1ccccc1 (centres undefined)	-5.8%	2.2%	1.2	-12.9%	-2.8	7.9%	3.7	i
2	COc1ccc(NC(=O)C(C)N2c3cccc4cccc(c34)S2(=O)=O)c(OC)c1 (centres undefined)	-3.1%	0.2%	0.1	i	17.5	10.3%	31.1	i
3	CN(C)S(=O)(=O)c1cccc(C(=O)NCC2CCCCC2)c1	8.0%	-3.6%	-0.4	-8.2%	-4.4	2.7%	-17.3	i
4	CCOC(=O)C1(C)CCCN1C(=O)c1ccc(F)c(Cl)c1 (centres undefined)	-7.4%	·	1.6	-5.3%	0.9	2.1%	6.0	i
5	CCOCCCn1c(=S)[nH]c2cc(C(=O)NC3CCCC(C)C3C)ccc2c1=O (centres undefined)	-0.5%	-1.7%	0.1	-2.7%	-0.5	0.6%	-8.3	i
6	CCCCOc1ccc(N2C(=O)CC(NCCc3ccc(S(N)(=O)=O)cc3)C2=O)cc1 (centres undefined)	-2.6%	-1.6%	0.2	-17.0%[57.5 µM]	-5.7	8.5%	0.0	i
7	O=C(O)CC1(CC(=O)Nc2ccc(Cl)cc2C(=O)c2ccccc2)CCCC1	-0.3%	-1.6%	-0.1	-12.7%	4.8	7.7%	-0.1	i
8	CC(=O)N1N=C(c2ccccc2)OC1c1ccc([N+](=O)[O-])s1 (centres undefined)	-1.7%	-3.5%	-0.3	-41.2%[inhibitor]	3.0	5.6%	-21.9	i
9	Cc1ccc(S(=O)(=O)N2CCC(=O)N(C(COCc3cccc(Cl)c3)Cc3ccccc3)CC2)cc1 (centres undefined)	13.0%	1.5%	1.0	i	27.4	-0.3%	-23.5	i
10	Cc1ccc(S(=O)(=O)N2CCN(C(=O)COC(=O)COc3cccc4c3OC(C)(C)C4)CC2)cc1	9.6%	0.2%	1.1	i	-4.2	15.6%	-12.3	i
11	CCCNC(=O)C1(C)CCCN(Cc2ccc(-c3ccccn3)cc2)C1 (centres undefined)	-0.3%	·	-0.4	21.2%	0.9	8.3%	-0.8	·
12	Cc1cccc(C)c1NC(=O)CSc1nnc(NC(=O)c2ccccc2C(=O)O)s1	1.1%	-0.2%	0.0	-4.1%	-6.2	12.5%	-8.0	i
13	O=C(Cc1ccc(Cl)cc1)NNC(=O)C(=O)NC1CCCCC1	4.8%	-0.6%	-0.4	i	3.1	1.4%	5.0	i
14	O=C(COc1ccc2c(-c3ccccc3)cc(=O)oc2c1)Nc1ccc(CCO)cc1	5.7%	-5.4%	0.4	-8.6%	-1.4	-4.3%	?	i
15	COC(=O)Cc1csc(Nc2ccccc2Cl)n1	-3.6%	0.0%	1.0	-15.6%	-1.2	-5.7%	0.0	i
16	C/C(=N\NC(=O)c1nnn(-c2nonc2N)c1-c1ccc2c(c1)OCO2)c1cccs1	-0.4%	2.1%	-1.9	i	-2.9	1.7%	-18.3	i
17	O=C(COc1ccccc1)Nc1cccc(-c2cn3cccnc3n2)c1	-6.1%	-5.9%	-5.8	-44.1%&-22.8%[inhibitor]	-1.0&-7.2	7.5%	-0.1	i
18	O=C(O)COn1c(-c2ccccc2)nc2ccc([N+](=O)[O-])cc21	5.7%	-3.5%	-2.1	i	-9.8	-2.6%	-22.4	i
19	COc1cccc(NC(=O)NCC2CCN(Cc3ccc(F)cc3)CC2)c1	3.1%	2.0%	0.1	i	-6.0	7.5%	?	i
20	Cn1c(Cc2ccccc2)nnc1SCC(=O)Nc1ccc2c(c1)OCO2	7.0%	1.7%	-3.2	-14.8%	1.6	0.5%	1.4	i
21	Cc1nnc(SCc2cccc([N+](=O)[O-])c2)o1	-7.0%	0.8%	0.1	?	-27.8	-0.1%	-15.2	i
22	CC(C)Cc1nnc(NC(=O)CCc2c[nH]c3ccccc23)s1	2.7%	-1.3%	-1.1	-15.3%	0.1	1.8%	0.3	i
23	Cn1nnnc1SCC(=O)Nc1cc(C(=O)O)cc(C(=O)O)c1	19.3%	-0.7%	1.3	-1.4%	-1.5	2.8%	12.1	i
24	Cc1cnc(N=Nc2ccccc2)[nH]1	-6.2%	·	-0.2	-1.6%	-8.3	9.8%	-4.0	i
25	Cc1cc(=O)n2[nH]c(SCc3ccc(Cl)cc3)nc2n1	0.6%	-1.4%	-1.9	-15.4%	8.6	6.4%	1.7	i
26	C=CCC1C=C(Cc2ccccc2)CC(CC=C)N1 (centres undefined)	-5.4%	-4.6%	0.7	1.6%	0.4	10.3%	-3.5	i
27	Cc1cc(SCC(=O)NC2CCCCC2)nc2ccccc12	1.6%	-5.5%	0.4	i	-4.4	-7.9%	2.3	i
28	CCCCn1c(N)c(N(CC(C)C)C(=O)CSc2ccc([N+](=O)[O-])cc2)c(=O)[nH]c1=O	8.2%	1.1%	0.5	-27.3%	0.6	-2.5%	21.3	i
29	O=C(O)COc1ccc(/C=N/Nc2nc(Nc3ccccc3)nc(N3CCCCC3)n2)cc1	-8.0%	0.2%	1.8	-61.0%[inhibitor]	-26.8	-2.7%	-50.4*	i
30	C[C@H]1CN([C@@H](C)CO)C(=O)c2cccc(NC(=O)c3ccncc3)c2O[C@H]1CN(C)C(=O)Nc1ccccc1	-27.1%	0.7%	-2.3	i	6.3	9.8%	-27.7	i

Remaining list, next part
item	Molecule	EPAC2 antag	Mm-Cpn inhibitor	CCT modulator	PTHR1 ag	DRD3 agonist	EPAC2 agonist	DRD3 antagonist	Akt phos inh
31	COc1ccc(CN2C(=O)CS/C2=N/N=C/c2ccccc2)cc1	-7.4%	-1.4%	0.6	-29.2%	3.7	12.7%	19.2	i
32	CC1(C)CN(c2ccc(Br)cc2)C(=O)[C@H]1CC(=O)Nc1ccccc1	-5.2%	·	-5.1	-49.1%[inhibitor]	-4.3	19.2%	-11.0	i
33	CC(=O)Nc1cccc(-c2ccnc3c2CC(C)(C(=O)Nc2ccc(F)c(Cl)c2)O3)c1 (centres undefined)	-9.2%	·	0.2	-3.8%	-9.1	8.1%	-13.0	i
34	O=C(NCCO)/C(=C/c1ccco1)NC(=O)c1ccco1	-0.9%	·	-4.5	-28.2%	3.7	8.7%	5.1	i
35	NC(=O)CC[C@@H]1NC(=O)[C@H](CO)NC(=O)c2cc([N+](=O)[O-])cc(I)c2NCC[C@@H](C(N)=O)NC1=O	9.1%	-0.2%	-2.9	i	5.7	-2.5%	-23.4	i
36	CCCNS(=O)(=O)c1ccc(CCC(=O)N2CCN(CC)CC2)cc1	-0.1%	2.0%	-0.6	-3.9%[57.5 µM]	0.0	-10.5%	-2.0	i
37	O=C(CCn1cnc2ccccc2c1=O)Nc1cccc(Cl)c1Cl	2.9%	-0.8%	0.3	i	2.6	-2.4%	28.5	i
38	Cc1ccccc1Cn1c(=N)n(CC(=O)c2ccc([N+](=O)[O-])cc2)c2ccccc21	12.3%	-1.6%	1.1	-28.1%	4.3	-9.2%	0.5	i
39	COc1ccc(-c2cc(C(F)F)n3ncc(C(=O)N4CCc5ccccc54)c3n2)cc1	58.9%[activator]	-4.5%	1.7	-49.5%[inhibitor]	-3.5	100µM*	-1.2	i
40	O=C(Cc1ccc(Br)cc1)Nc1ncc([N+](=O)[O-])s1	1.4%	-1.2%	-0.8	-38.9%[inhibitor]	5.6	-0.2%	13.1	i
41	CC1CN(c2nnc(-c3ccccc3)c3ccccc23)CC(C)O1 (centres undefined)	-12.7%	-2.6%	1.1	i	-2.2	0.1%	1.8	i
42	O=C(c1ccccc1F)N(Cc1cccnc1)Cc1cc2cc3c(cc2[nH]c1=O)OCCO3	-7.2%	-0.6%	1.5	-31.4%	-3.6	4.7%	26.6	i
43	COc1ccccc1CCNC(=O)CCNS(=O)(=O)c1ccc(NC(C)=O)cc1	-3.2%	1.5%	-1.4	i	-3.1	11.5%	-27.0	i
44	CN(CCc1ccccc1)C(=O)c1ccc(NC(=O)Cc2ccc(NC(=O)C3CCN(S(=O)(=O)c4cccc([N+](=O)[O-])c4)CC3)cc2)cc1	-13.9%	·	-1.0	-40.5%[inhibitor]	8.3	8.5%	-0.5	i
45	O=S1(=O)CCOC[C@H](Cc2ccccc2)N1Cc1ccccc1	?	·	-5.2	-27.6%	3.9	11.5%	27.2	i
46	OCCN(CCO)CC(O)CN(c1ccccc1)c1ccccc1 (centres undefined)	18.3%	-0.3%	-3.3	-11.8%	-2.0	0.1%	-5.4	i
47	Cc1ccccc1NCN1C(=O)C2C3C=CC(C3)C2C1=O (centres undefined)	-0.7%	1.0%	-0.1	-8.7%[57.5 µM]	-1.9	-2.0%	6.9	i
48	CC1(C)Cc2c(ccc3ccccc23)C(c2cc3ccccc3oc2=O)=N1	-0.8%	-1.9%	0.2	-76.7%[inhibitor]	-4.0	-2.7%	2.1	·
49	Cc1noc(C)c1S(=O)(=O)N1CCN(C(c2ccccc2)c2ccc(Cl)cc2)CC1 (centres undefined)	1.6%	1.9%	-4.3	5.5%	-0.4	6.0%	-16.7	i
50	CN1CCN(CC(=O)N2N=C(c3cccs3)CC2c2ccco2)CC1 (centres undefined)	7.0%	-0.7%	-1.6	i	-13.2	11.4%	-7.5	i

3 entries from above, with values under each structure.
Results follow in this order: EPAC2 antag, Mm-Cpn inhibitor, CCT modulator, PTHR1 ag, DRD3 agonist, EPAC2 agonist, DRD3 antagonist, Akt phos inh
31. COc1ccc(CN2C(=O)CS/C2=N/N=C/c2ccccc2)cc1
  -7.4%, -1.4%, 0.6, -29.2%, 3.7, 12.7%, 19.2, i
43. COc1ccccc1CCNC(=O)CCNS(=O)(=O)c1ccc(NC(C)=O)cc1
  -3.2%, 1.5%, -1.4, i, -3.1, 11.5%, -27.0, i
34. O=C(NCCO)/C(=C/c1ccco1)NC(=O)c1ccco1
  -0.9%, ·, -4.5, -28.2%, 3.7, 8.7%, 5.1, i
